TAAR1 antagonist: human TAAR1 antagonists, primary screen, Fluo-8 calcium fluorescence, CHO RD-HGA16 cells; Trace amine-associated receptor 1 (Homo sapiens), Q96RJ0; inhibition, % at 3 µM; 360,000 compounds, 1.5% hits; AID 624466, 2012; antagonist;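 active means inhibition above a per-plate cutoff, the mean inhibition of test compounds on that plate plus 3 SD, cut at about 49% in these data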;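 further: 0% = DMSO plus EC80 beta-PEA response and 100% = DMSO alone without agonist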
Target sequence (Q96RJ0 whole entry, looked up): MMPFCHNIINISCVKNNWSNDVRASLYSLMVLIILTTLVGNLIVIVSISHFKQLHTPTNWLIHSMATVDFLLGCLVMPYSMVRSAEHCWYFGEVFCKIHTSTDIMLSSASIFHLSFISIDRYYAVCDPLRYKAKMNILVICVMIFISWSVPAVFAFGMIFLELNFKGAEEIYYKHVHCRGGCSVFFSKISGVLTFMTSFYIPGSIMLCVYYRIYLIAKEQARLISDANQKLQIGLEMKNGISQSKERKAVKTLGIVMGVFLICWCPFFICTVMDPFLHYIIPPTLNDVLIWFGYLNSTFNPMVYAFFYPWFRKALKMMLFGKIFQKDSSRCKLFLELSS
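Material: RD-HGA16 CHO cells with stable hTAAR1 and Gα16; Dosing: single nominal final test compound concentration of 3 µM; Schedule: seeding 17-24 h prior, 75-min 37 °C, 30-min RT dye loading; Detection: kinetic Fluo-8 calcium fluorescence measurement; Measure: % inhibition from peak post-agonist over basal fluorescence ratio; Benchmarks: vehicle and agonist controls.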
CHRM5 PAM: human M5 muscarinic receptor positive allosteric modulators, primary screen, CHO-K1 cells, Fluo-8 calcium fluorescence; CHO-K1 hM5, ACh EC20 PAM; 0% = ACh EC20, 100% = ACh EC100; 360,000 compounds, 0.3% hits; activation, % at 3 µM; Muscarinic acetylcholine receptor M5 (Homo sapiens), P08912;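 active means activation above the run cutoff, the mean activation of all test compounds plus 3 SD, cut at about 18% in these data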
Target sequence (P08912 whole entry, looked up): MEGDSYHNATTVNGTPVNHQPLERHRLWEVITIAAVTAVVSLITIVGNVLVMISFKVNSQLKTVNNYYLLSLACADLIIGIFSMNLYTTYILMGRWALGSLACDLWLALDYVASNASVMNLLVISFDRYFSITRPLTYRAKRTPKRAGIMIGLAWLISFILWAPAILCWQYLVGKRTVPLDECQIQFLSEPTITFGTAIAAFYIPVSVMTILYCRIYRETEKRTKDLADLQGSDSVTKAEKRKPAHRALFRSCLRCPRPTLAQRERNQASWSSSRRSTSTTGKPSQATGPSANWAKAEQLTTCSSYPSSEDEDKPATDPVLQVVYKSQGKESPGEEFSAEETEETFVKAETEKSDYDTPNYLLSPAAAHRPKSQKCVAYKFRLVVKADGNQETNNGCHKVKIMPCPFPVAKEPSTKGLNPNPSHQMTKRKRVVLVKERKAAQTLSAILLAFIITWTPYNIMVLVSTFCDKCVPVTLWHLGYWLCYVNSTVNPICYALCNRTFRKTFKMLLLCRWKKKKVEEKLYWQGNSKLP
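Assay system: CHO-K1 hM5 cells / Incubation: Fluo-8 loading 80 min at 37 °C plus 30 min room temperature / Technique: Fluo-8 calcium dye fluorescence, kinetic read / Repeats: single replicate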
CRFBP-R2 agonist: agonists of CRF-BP/CRF-R2 complex, primary screen, cell-based, HEK293, calcium dye fluorescence, uHTS; CRF-binding protein / CRF receptor 2 complex (human); calcium dye fluorescence (FLIPR); percent of saturating CRF peptide response; activation, % at 13.2 µM; 350,000 compounds, 0.46% hits;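 active means activation of at least 50%, plus an integration ratio under a set limit after plate pattern correction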;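 further: plate controls were neutral control wells without compound for no effect and CRF at EC100 for full effect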
M1 PAM parental: nonselective calcium activators in parental CHO-K1 cells, primary screen, counter-screen for M1 PAM project, cell-based, Fluo-8 calcium fluorescence, full deck, 1536-well | 360,000 compounds, 0.02% hits | AID 602247, 2012 | ATP EC20; 0% at ATP EC20, 100% at ATP max | activation, % at 3 µM;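 active means activation above the run cutoff, the mean activation of all test compounds plus 3 SD, cut at about 40% in these data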;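 further: peak over basal fluorescence ratio in a 140 s read after ATP addition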
M5 antag: human M5 muscarinic receptor antagonists, primary screen, CHO cells, Fluo-8 calcium fluorescence | Muscarinic acetylcholine receptor M5 (Homo sapiens), P08912 | CHO-hM5 cells, ACh EC80 | inhibition, % at 3 µM | 360,000 compounds, 0.59% hits;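 active means inhibition above a per-plate cutoff, the mean of that plate's test compounds plus 3 SD, cut at about 27% in these data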;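 further: 0% = acetylcholine EC80 with DMSO and 100% = DMSO without agonist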
TAAR1 agonist: human TAAR1 agonists, primary screen, Fluo-8 calcium fluorescence, CHO RD-HGA16 cells | 360,000 compounds, 0.99% hits | vehicle wells 0%, saturating PEA agonist 100% | Trace amine-associated receptor 1 (Homo sapiens), Q96RJ0 | activation, % at 3 µM | AID 624467, 2012;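 active means activation above the mean activation of all test compounds in the run plus 3 SD, cut at about 38% in these data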
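Assay system: CHO-derived RD-HGA16 cells with stable Gα16 and human TAAR1; timing: 17-24 h seeding, 75 min 37 °C dye, 30 min RT; read-out: % activation from peak over basal fluorescence ratio, DMSO-to-PEA scaled; measured by: kinetic Fluo-8 calcium fluorescence; benchmarks: low control DMSO, high control PEA (EC100); doses: 3 µM single concentration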
M4 PAM: human M4 muscarinic receptor positive allosteric modulators, primary screen, CHO-K1 cells, Fluo-8 calcium fluorescence; Muscarinic acetylcholine receptor M4 (Homo sapiens), P08173; CHO-K1 hM4/Gqi5, ACh EC20; 0% = ACh EC20, 100% = maximal ACh; activation, % at 3 µM; 360,000 compounds, 0.4% hits; AID 624126, 2012;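 active means activation above its plate's cutoff, the mean activation of sample wells plus 3 SD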; further: some results filed as inactive read as strong as hits
CRFR2-BP antag: antagonists of CRF-BP/CRF-R2 complex, primary screen, cell-based, HEK293, calcium dye fluorescence, uHTS; inhibition, % at 11.8 µM; 350,000 compounds, 0.59% hits; CRF-induced calcium fluorescence;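 active means inhibition of the ligand-induced calcium signal above about 50% at the single tested concentration, limit read from the data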
CHRM5 agonist: human M5 muscarinic receptor agonists, primary screen, CHO-K1 cells, Fluo-8 calcium fluorescence | CHO-K1 hM5 cells; 0% DMSO wells, 100% maximal acetylcholine response | activation, % at 3 µM | Muscarinic acetylcholine receptor M5 (Homo sapiens), P08912 | 360,000 compounds, 0.19% hits;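 active means activation above the run's mean over test compounds plus 3 SD, cut at about 23% in these data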;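 further: signal is peak over basal fluorescence ratio across the kinetic read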
* marks the source's active call; other numbers are inactive results; x = no result given.

SMILES | TAAR1 antagonist | CHRM5 PAM | CRFBP-R2 agonist | M1 PAM parental | M5 antag | TAAR1 agonist | M4 PAM | CRFR2-BP antag | CHRM5 agonist
COc1ccc2oc(C(=O)OC(C)C(=O)N3CCC(C)CC3)c(C)c2c1 (stereo not drawn) | -13 | 2 | 0.3 | -9 | -8 | 2 | 3 | 0 | 2
O=C(NC1CCCCC1)n1c(=O)oc2ccccc21 | 3 | -1 | 0.2 | 13 | 6 | 3 | 7 | 20 | -5
C=CCn1c(=O)c(C(=O)NCCc2ccc(Cl)cc2)c(O)c2cc(OC)c(OC)cc21 | 11 | 2 | 4.6 | 13 | 0 | 0 | 1 | 18 | -2
NC(=S)NN=C1CCC2(CCCCC2)CC1 | 0 | -11 | -3.2 | 1 | 14 | 0 | 1 | -5 | 0
CC(C)c1ccc(Nc2cnn(C34CC5CC(CC(CC(=O)O)(C5)C3)C4)c(=O)c2Cl)cc1 | -2 | 2 | 2.9 | 14 | 1 | 0 | 7 | 17 | 2
Cc1ccc(Nc2nnc(SCC(=O)Nc3ccccc3[N+](=O)[O-])s2)cc1 | 27 | -10 | -0.6 | 21 | 6 | 2 | 1 | -11 | -3
COc1ccc(OC)c(-c2cc(C(=O)Nc3ccccc3C(N)=O)c3ccccc3n2)c1 | 76* | -26 | -2.8 | 6 | 20 | 21 | -10 | -25 | 5
CCn1c(=O)c(C(=O)Nc2ccc(C)cc2)c(O)c2ccccc21 | -1 | 4 | 3.6 | 9 | -2 | -1 | -6 | -2 | -3
CCCCCCC(=O)Nc1nc(C)c(-c2csc(Nc3ccccc3OC)n2)s1 | -3 | -1 | 0.4 | 11 | 3 | -2 | -4 | -15 | -3
CSCCC(=O)N1CCC(n2nccc2NC(=O)c2ccc3c(c2)OCO3)CC1 | -9 | -4 | 0.1 | 4 | 21 | 0 | -2 | -8 | -7
COc1cc(S(=O)(=O)N2CCN(C(=O)c3ccccc3)CC2)c(OC)cc1Br | 2 | -1 | -0.5 | 0 | 4 | 5 | -4 | 5 | -2
CSc1nc(C)cc(-n2ccc(=O)[nH]c2=O)n1 | 15 | -8 | 1.9 | -8 | 4 | 2 | 14 | -4 | 0
Nc1nnnn1/N=C/c1ccc(N2CCCCC2)c([N+](=O)[O-])c1 | -12 | -6 | -0.9 | 3 | 14 | 8 | -3 | -39 | -6
O=C(O)CSc1nnc(SCc2cccc3ccccc23)s1 | -2 | -2 | -1.5 | 2 | 3 | 5 | 15 | 20 | -1
CCn1cc(C2=NC(C)(C)CO2)c2ccccc21 | 21 | 0 | -0.8 | -3 | 6 | -1 | -3 | -7 | -11
Cc1c(N=Cc2ccc[nH]2)c(=O)n(-c2ccccc2)n1C | 11 | 10 | -0.7 | 5 | -6 | 11 | -6 | 6 | 4
COc1ccc(-c2cc3nc(C)cc(-c4ccc(OC)cc4)n3n2)cc1 | -5 | 5 | 0.0 | 22 | -3 | -1 | -3 | -2 | -3
CC(C)(C)OC(=O)C(Cl)(C(=O)OC(C)(C)C)c1ccc2nnnn2n1 | -16 | 1 | -0.2 | 7 | 4 | -1 | 3 | 16 | 2
COc1ccccc1N1CCN(C(=O)Cn2c(=O)[nH]c3ccsc3c2=O)CC1 | -8 | -9 | -1.4 | -10 | -4 | 14 | 8 | 9 | -4
CCc1nnc(NC(=O)CCN2C(=O)c3ccccc3S2(=O)=O)s1 | -16 | 8 | -1.7 | 18 | -9 | -1 | 5 | 2 | 4
COCCOCC(=O)Nc1ccc(S(=O)(=O)Nc2cc(C)nc(C)n2)cc1 | 3 | 1 | -0.6 | 15 | -2 | 0 | -1 | 0 | 1
Cc1ccc(S(=O)(=O)N(CC(=O)NCc2ccco2)C2CCCCC2)cc1 | 0 | 1 | 0.9 | -9 | -3 | 1 | 7 | -10 | -5
CCOc1cc(N2CCOCC2)c(OCC)cc1NS(=O)(=O)c1ccc(Cl)s1 | -11 | 0 | -1.5 | 1 | 2 | -1 | 10 | 11 | -3
CC(/C=C/c1ccco1)=N/NC(=O)c1ccc(C)nc1 | -23 | 5 | -0.5 | 7 | 9 | 2 | -1 | -17 | -3
O=C1c2ccccc2CCC12N=NCC2c1ccc(Br)cc1 (stereo not drawn) | 4 | 6 | 2.4 | 21 | -8 | 4 | 9 | -10 | 0
COc1cc(C2C(C#N)=C(N)OC3=C2C(=O)CC(C)(C)C3)cc([N+](=O)[O-])c1O (stereo not drawn) | -18 | 18 | -5.0 | 14 | -15 | 0 | -1 | -2 | -5
O=C1NCCOC(=O)[C@H](Cc2ccc(F)cc2)CC/C=C/C[C@@H]1CC(=O)N(CCO)Cc1ccccc1 | 12 | -2 | -0.5 | 0 | 3 | 6 | 1 | 6 | 3
Cc1ccc(S(=O)(=O)Nc2nnc(CC(C)(C)C)s2)cc1 | -12 | 0 | 0.4 | -14 | 19 | -1 | -8 | -9 | -9
O=C(CN1C(=O)S/C(=C/c2ccccn2)C1=O)N1CCOCC1 | -12 | 0 | 2.0 | 11 | 7 | 3 | 6 | -6 | -2
O=C(Nc1cccc(-c2ccc3nncn3n2)c1)c1ccco1 | -13 | 7 | 0.0 | -14 | -11 | 0 | -5 | 8 | 3
O=C(OCc1ccc(COC(=O)c2ccc(O)cc2)cc1)c1ccc(O)cc1 | x | -18 | 4.9 | -6 | 10 | x | -10 | 13 | -3
CN=c1sc2ccccc2n1CC(O)COc1ccccc1 (stereo not drawn) | 13 | 0 | 1.9 | -6 | -1 | 11 | -5 | -31 | 2
CCC(C)c1c(O)nc(SCC(=O)Nc2ccccc2)[nH]c1=O (stereo not drawn) | 0 | 15 | 1.7 | 11 | -10 | 8 | 7 | -10 | -10
CCOC(=O)C1C(c2ccc(O)c(O)c2)NC(=S)NC1(O)C(F)(F)F (stereo not drawn) | -1 | 1 | -0.6 | 4 | 2 | 5 | 4 | 22 | -2
COc1cc(CCC(=O)O)on1 | -30 | 1 | -1.7 | -15 | 4 | 0 | 6 | 37 | -3
CC(C)c1ccc(NC(=O)CN2C(=O)c3ccccc3S2(=O)=O)cc1 | 9 | -11 | -2.0 | -8 | 14 | 3 | -5 | -12 | -4
Cc1ccc(Cn2ncc3c(N4CCN(CC#N)CC4)ncnc32)cc1 | 17 | -13 | 1.8 | 18 | 16 | 2 | -10 | -1 | -1
Cc1cc(N2CCN(C)CC2)nc2ccc(NC(=O)CCC3CCCC3)cc12 | -9 | -4 | -1.7 | 7 | 20 | 0 | -1 | -2 | -7
C/C(=N\NC(=O)c1ccccc1)c1ccccc1F | 8 | 1 | -0.1 | 16 | -2 | 10 | -1 | 0 | -3
CCCNC(=O)c1cc(C2CCCCN2C(=O)c2cc(C(C)(C)C)nn2C)on1 (stereo not drawn) | -10 | 1 | x | 4 | 7 | 1 | -4 | x | 1
O=C(Nc1ccc(-c2noc(-c3cccs3)n2)cc1)c1cccnc1 | 56* | -12 | -0.5 | 9 | 16 | 17 | -9 | -22 | 7
CN1CCN(c2ccc(NC(=O)c3cccc(S(=O)(=O)N4CCCC4)c3)cc2)CC1 | 14 | -15 | -0.4 | -9 | 7 | 2 | -10 | 13 | -1
CC(=O)OC(C[N+]1(C)CCCCCC1)c1ccccc1 (stereo not drawn) | -9 | -17 | -0.8 | 18 | 28* | 5 | -15 | 1 | -7
CCC(=O)OCC(=O)c1c(N)n(Cc2ccccc2)c(=O)n(C)c1=O | -7 | -1 | -0.6 | 16 | -12 | 4 | 3 | 44 | -3
CC1CCCCN1CCn1c(=S)[nH]c2cc3c(cc2c1=O)OCO3 (stereo not drawn) | -17 | -2 | -0.2 | 5 | 13 | 3 | 10 | 4 | -6

Some entries already given, limited to CRFR2-BP antag, CHRM5 PAM and CRFBP-R2 agonist:
canonical_smiles,CRFR2-BP antag,CHRM5 PAM,CRFBP-R2 agonist
O=C(OCc1ccc(COC(=O)c2ccc(O)cc2)cc1)c1ccc(O)cc1,13,-18,4.9
CN=c1sc2ccccc2n1CC(O)COc1ccccc1 (stereo not drawn),-31,0,1.9

(more compounds)
SMILES | TAAR1 antagonist | CHRM5 PAM | CRFBP-R2 agonist | M1 PAM parental | M5 antag | TAAR1 agonist | M4 PAM | CRFR2-BP antag | CHRM5 agonist
Cc1ccc2c(c1)cc(CN(Cc1ccco1)C(=O)N1CCOCC1)c1nnnn12 | 31 | -12 | -1.3 | 3 | 16 | 18 | -11 | 0 | 4
O=C(/C=C/c1ccc(F)cc1)NC(=S)N1CCOCC1 | 8 | -2 | -0.1 | 6 | 1 | -2 | -1 | 4 | -4
CCc1ccc2c(c1)NC(=O)C2(C)Cc1ccccc1C#N (stereo not drawn) | -18 | -3 | x | 19 | 8 | 0 | -2 | x | -2
CCCC(=O)N1CCC1(C)C(=O)NS(=O)(=O)c1cc(C)ccc1F (stereo not drawn) | -19 | 2 | x | 11 | -7 | 1 | 13 | x | 1
CC(Nc1nc2ncn(Cc3ccccc3)c2c(=O)[nH]1)C(=O)O (stereo not drawn) | -5 | 5 | -1.1 | 20 | -2 | 1 | 11 | -23 | 1
CN1CCC(CN)(N2CCN(c3ccccc3)CC2)CC1 | -10 | 2 | -0.4 | -8 | 0 | 0 | -3 | 14 | -6
Cc1ccc(NC(=O)c2cccc(NC(=O)CC3SC(N4CCCCC4)=NC3=O)c2)nc1 (stereo not drawn) | 7 | -7 | 0.1 | -10 | 1 | 2 | 4 | 0 | 4
CCCc1nn2c(=O)cc(COc3cccc(NC(=O)c4ccco4)c3)nc2s1 | -9 | 5 | 0.2 | 5 | -12 | 4 | -1 | 20 | 0

4 records picked at random from those above, as already listed:
SMILES | TAAR1 antagonist | CHRM5 PAM | CRFBP-R2 agonist | M1 PAM parental | M5 antag | TAAR1 agonist | M4 PAM | CRFR2-BP antag | CHRM5 agonist
CCc1ccc2c(c1)NC(=O)C2(C)Cc1ccccc1C#N (stereo not drawn) | -18 | -3 | x | 19 | 8 | 0 | -2 | x | -2
CCCC(=O)N1CCC1(C)C(=O)NS(=O)(=O)c1cc(C)ccc1F (stereo not drawn) | -19 | 2 | x | 11 | -7 | 1 | 13 | x | 1
Cc1ccc(NC(=O)c2cccc(NC(=O)CC3SC(N4CCCCC4)=NC3=O)c2)nc1 (stereo not drawn) | 7 | -7 | 0.1 | -10 | 1 | 2 | 4 | 0 | 4
CN1CCC(CN)(N2CCN(c3ccccc3)CC2)CC1 | -10 | 2 | -0.4 | -8 | 0 | 0 | -3 | 14 | -6
